# Tb PYK inh: blocks Trypanosoma brucei pyruvate kinase; TbPYK enzyme, Kinase-Glo Plus ATP luminescence, 45 min; Potency, µM (titrated, usually from 76.8 µM), for the others: top-dose activity, negative = inhibition, usual class: inhibitors; hit rate 0.12% among 410,000; AID 624173; note: potency is the fitted concentration of half-maximal effect; % is set by controls: 0 for no effect and ±100 for the full control effect; nearly all actives have a fitted effect of over 50% in size
#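 TbPYK + substrate in 50 mM TEA pH 7.2, 100 mM KCl, 10 mM MgCl2, 0.05% BSA, 0.01% Tween-20; cpd pinned; ADP 130 uM final; 45 min RT; Kinase-Glo Plus 10 min; luminescence endpoint.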
# Shiga toxin inh: Shiga toxin inhibition; hit rate 9.2% among 290,000; Vero cells, Shiga toxin protein synthesis inhibition reporter; inhibition, % at 38.7 µM; in the data active = inhibition mostly above about 28%, no sharp cut-off; inactive = mostly below about 43%; note: 0% is about no effect
# CHX counter: counter-screen for Shiga toxin inhibitors: cycloheximide protein synthesis inhibition. cell reporter, cycloheximide protein synthesis inhibition counterscreen. AID 2314. hit rate 12% among 300,000. max response, %; in the data active = max response mostly above about 13%, no sharp cut-off; inactive = mostly below about 14%; note: read at 38.3 µM for the half of the compounds with a filed dose; 0% is about no effect
# HCV inhibitor: blocks hepatitis C virus. hit rate 3.4% among 340,000. Huh7.5.1 HCVcc-Cre infection, luciferase reporter, 44 h. Potency, µM (highest dose often 41.8 µM), for the others: top-dose activity change, negative = inhibition, hits mostly inhibitors; note: potency is the fitted concentration of half-maximal effect; % is set by controls: 0 for no effect and ±100 for the full control effect
#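 A cell-based infection assay in which seeded cells (1,000 per well) receive test compound after 4 h, are inoculated with HCVcc-Cre at approximately 0.5 moi, and are incubated 44 h before luminescence detection.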
# Pf growth 96h: inhibits malaria parasite growth, 96 h; P. falciparum luciferase reporter growth, 96 h; Potency, µM (highest dose often 28.7 µM), for inactives: top-dose activity change, negative = inhibition, usual class: inhibitors; hit rate 6.9% among 320,000; AID 504834; note: potency is the fitted concentration of half-maximal effect; % is set by controls: 0 for no effect and ±100 for the full control effect
#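 Luminescence readout: decreased luciferase signal marks inhibited growth of reporter-expressing P. falciparum in infected red cells (2% hematocrit, 0.05% parasitemia final), exposed to compound two generations (96 h, 37 C, 5% CO2).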
# LmPK inh: blocks Leishmania mexicana pyruvate kinase activity. Q27686. purified LmPK, Kinase-Glo ATP luminescence, 1 h. Potency, µM (doses to about 57.5 µM), for inactives: at the top dose activity change, negative = inhibition, usual class: inhibitors. hit rate 0.37% among 290,000; note: potency is the fitted concentration of half-maximal effect; % is set by controls: 0 for no effect and ±100 for the full control effect
# Target sequence (Q27686 whole entry, looked up): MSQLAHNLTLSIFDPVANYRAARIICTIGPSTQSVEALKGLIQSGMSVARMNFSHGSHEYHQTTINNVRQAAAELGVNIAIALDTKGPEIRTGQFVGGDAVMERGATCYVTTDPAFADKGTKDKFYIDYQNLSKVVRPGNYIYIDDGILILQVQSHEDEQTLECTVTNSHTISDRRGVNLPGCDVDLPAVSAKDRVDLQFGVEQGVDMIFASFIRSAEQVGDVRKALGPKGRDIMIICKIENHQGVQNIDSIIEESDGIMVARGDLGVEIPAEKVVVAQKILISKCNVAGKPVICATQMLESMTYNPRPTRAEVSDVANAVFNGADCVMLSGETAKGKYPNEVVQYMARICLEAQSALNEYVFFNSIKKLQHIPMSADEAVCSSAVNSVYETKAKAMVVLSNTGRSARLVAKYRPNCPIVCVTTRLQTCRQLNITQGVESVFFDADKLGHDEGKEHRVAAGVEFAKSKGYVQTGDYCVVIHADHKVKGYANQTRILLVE
#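 qHTS format; LmPK 0.1 nM; substrates PEP 0.5 mM and ADP 0.1 mM. One-hour room-temperature incubation, then coupled luciferase luminescence; 0.5 nM enzyme wells mark activation.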
# Pf growth 48h: P. falciparum growth inhibition at 48 hours (one generation); hit rate 5.9% among 310,000; P. falciparum luciferase growth in erythrocytes, 48 h; Potency, µM (titrated, usually from 28.7 µM), for inactives: at the top dose activity change, negative = inhibition, hits mostly inhibitors; AID 504832; note: potency is the fitted concentration of half-maximal effect; % is set by controls: 0 for no effect and ±100 for the full control effect
#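 First compound was added to culture medium, then infected red cells at 0.1% parasitemia and 2% hematocrit (final). After incubation at 37 C under 5% CO2, luciferase detection reagent was dispensed and light output recorded.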
# * = called active by the depositor; ? = inconclusive; . = no result given; + = active, no number; [ ] = another dose, or the depositor's remark. Unless noted, calls come from the whole dose curve; as a rule, active = well fitted curve in the direction sought with a large enough effect; inconclusive = small, poorly fitted or top-dose-only effect, or another doubt; inactive = no such curve, though single readings can be large; an effect the other way counts as inactive or inconclusive.
SMILES,Tb PYK inh,Shiga toxin inh,CHX counter,HCV inhibitor,Pf growth 96h,LmPK inh,Pf growth 48h
CCN(Cc1ccc2c(c1)OCCO2)C(=O)CN1C(=O)NC2(CCc3ccccc32)C1=O (stereo unspecified),-12.1%,.,.,2.7%,?,.,-12.9%
CC1(C)CC(C)(c2ccc(O)cc2O)N(c2cccc(Cl)c2)C(=S)N1 (stereo unspecified),-9.7%,-5.5,-3.8,?,?,8.9%,4.15µM*
COC(=O)c1cc(-c2cccc([N+](=O)[O-])c2)c2c(=O)n(C)c(=O)n(C)c2n1,1.2%,-4.4,-1.3,3.2%,?,-0.8%,20.8%
NC(=O)c1nsc(C(=O)N(c2ccccc2)C(C(=O)NCc2ccc(F)cc2)c2ccc(O)cc2)c1N (stereo unspecified),3.6%,19.8,6.2,?,-5.5%,2.4%,?
Cc1ccc2c(c1)CCCN2C(=O)c1cc(C)on1,3.7%,-13.0,-2.7,-1.5%,8.7%,-8.6%,6.2%
COC(=O)c1ccc(CS(=O)(=O)c2ccc(C)cc2)cc1,11.6%,-5.8,-4.5,1.1%,-2.0%,2.7%,.
O=C(NCC1CCCO1)C1CCC(N2C(=O)c3ccccc3C2=O)CC1 (stereo unspecified),7.4%,-20.2,-6.8,9.7%,33.9%[activator],1.8%,1.3%
CCN(CC)C(=O)N1CCN(C(=O)N(CC)CC)CC1,-2.5%,6.7,-2.2,19.4%,-7.5%,0.4%,33.7%[activator]
CCC(=O)Nc1ccc2oc(-c3cccc(C)c3)nc2c1,?,+,34.8*,-12.5%,19.2%,?,39.9%[activator]
Cc1onc(-c2c(Cl)cccc2Cl)c1COC(=O)c1ccc(Cl)cc1[N+](=O)[O-],2.1%,-2.7,-0.6,?,?,2.4%,?
O=S(=O)(/N=C(/Sc1ccccc1)c1ccccc1)c1ccccc1,-2.3%,-9.5,-4.3,15.9%,51.0%[activator],-21.6%,.
Cn1c(=O)c2c(nc(N3CCNCC3)n2Cc2ccccc2Cl)n(C)c1=O,-22.9%,-7.5,-2.2,8.2%,29.2%,7.3%,43.9%[activator]
CCn1cc(/C=C(\NC(=O)c2cc(OC)c(OC)c(OC)c2)C(=O)NCCCN2CCOCC2)c2ccccc21,1.7%,-4.9,-4.1,-7.0%,-1.5%,-4.0%,-8.2%
CCOC(=O)c1ccc(NC(=O)Nc2ccc(OC)c(OC)c2)cc1,-16.0%,-4.4,-1.1,25.1µM*,12.8%,2.3%,?
Nc1ncnc(SCc2c(F)cccc2Cl)n1,-14.1%,21.8,-1.5,5.2%,32.9%[activator],2.3%,-11.5%
CCCS(=O)(=O)c1nc(S(=O)(=O)c2ccc(C)cc2)c(N2CCCC(C)C2)s1 (stereo unspecified),-0.3%,-3.1,-1.4,?,?,-0.9%,?
Cc1ccc(NC(=O)CCNS(=O)(=O)c2ccc3[nH]c(=O)oc3c2)cc1F,-2.7%,7.9,2.4,8.8%,54.5%[activator],0.0%,?
COc1cc(/C=N/N2C(=O)c3ccccc3C2=O)ccc1O,-6.3%,0.0,19.7*,16.1%,0.0%,-10.4%,36.4%[activator]
O=S(=O)(/C=C/c1ccccc1)Nc1ccc2c(c1)OCO2,-13.5%,13.1,1.4,-10.1%,-8.5%[5.75 µM],-1.0%,9.2%
CCCn1c(SCC(=O)NC(=O)Nc2ccc(C)cc2C)n[nH]c1=O,-0.3%,-8.4,-2.0,-0.5%,-9.9%,0.5%,19.6%
CSc1cccc(NC(=O)C(C)NS(=O)(=O)c2ccc(F)cc2)c1 (stereo unspecified),-7.6%,-13.8,-1.5,-23.4%,?,3.4%,.
Cn1cc(CN2CCC(n3nccc3NC(=O)CCCc3ccccc3)CC2)cn1,6.0%,-7.0,-3.3,-2.1%,?,-5.8%,-7.4%
CCC(C)c1ccccc1N1CC(C(=O)N2CCN(S(=O)(=O)c3ccc(F)cc3)CC2)CC1=O (stereo unspecified),3.5%,.,.,-7.9%,?,.,10.4µM*
CCOc1ccc(CN(C)CCc2ccccn2)cc1,1.0%,27.0,-2.1,4.1%,2.6%,-1.1%,-3.3%

# Compounds from the list above with a nitro group on carbon (2):
SMILES,Tb PYK inh,Shiga toxin inh,CHX counter,HCV inhibitor,Pf growth 96h,LmPK inh,Pf growth 48h
COC(=O)c1cc(-c2cccc([N+](=O)[O-])c2)c2c(=O)n(C)c(=O)n(C)c2n1,1.2%,-4.4,-1.3,3.2%,?,-0.8%,20.8%
Cc1onc(-c2c(Cl)cccc2Cl)c1COC(=O)c1ccc(Cl)cc1[N+](=O)[O-],2.1%,-2.7,-0.6,?,?,2.4%,?

# (further entries)
SMILES,Tb PYK inh,Shiga toxin inh,CHX counter,HCV inhibitor,Pf growth 96h,LmPK inh,Pf growth 48h
COc1ccc(OC)c(C2=NOC(C(=O)N3CCN(c4ccccc4)CC3)C2)c1 (stereo unspecified),3.7%,-16.2,-7.9,?,?,-3.9%,.
O=C(NCc1ccccc1)c1ccc(Oc2ccc(C(=O)NCc3ccccc3)cc2)cc1,-11.3%,-2.2,-2.7,-13.7%,?,15.6%,.
O=C(COC(=O)/C=C/c1ccccc1Cl)NCCNC(=O)COC(=O)/C=C/c1ccccc1Cl,2.6%,-5.3,1.5,-8.2%,-32.5%,3.7%,5.8%
CCCc1ccc(OCc2ccc(C(=O)NN)o2)c(OC)c1,-0.7%,41.0*,22.2*,?,-20.9%,-0.1%,-2.4%[0.00184 µM]
O=C(Nc1cccc(S(=O)(=O)NC2=NCCC2)c1)C1CCC1,3.5%,-10.5,-3.0,8.2%,29.3%,5.2%,304.3%[activator]
CC1=C/C(=C/N(C)c2ccccc2)C(=O)S1,-4.9%,-4.8,0.5,5.5%,-1.6%,-2.5%,?
COc1ccc(S(=O)(=O)Cc2ccc(C(=O)N3CCN(c4cccc(C)c4)C(C)C3)o2)cc1 (stereo unspecified),-2.2%,-7.3,-2.8,?,-29.4%,1.7%,.
COCCNC(=O)Cn1cc2c(n1)CCCCC2,0.2%,-5.7,-2.5,8.9%,1.5%,-1.5%,17.4%
Nc1ncnc2c1ncn2C1CCCC1,-0.5%,.,.,?,?,.,?
NC(CSC12CC3CC(CC(C3)C1)C2)C(=O)O (stereo unspecified),-3.4%,8.3,0.6,2.9%,13.1%,0.4%,2.8%
CCOC(=O)C1CCCN(C(=O)c2cn(CC(C)C)c(=O)c3cc(OC)c(OC)cc23)C1 (stereo unspecified),3.2%,-1.9,-0.1,?,25.7%,-0.3%,?
CCn1cc(C2=NC(C)CO2)c2ccccc21 (stereo unspecified),1.6%,-6.8,-1.3,?,28.4%,-2.2%,.

# Brought forward from above: 2 entries, then new ones.
SMILES,Tb PYK inh,Shiga toxin inh,CHX counter,HCV inhibitor,Pf growth 96h,LmPK inh,Pf growth 48h
CCOC(=O)C1CCCN(C(=O)c2cn(CC(C)C)c(=O)c3cc(OC)c(OC)cc23)C1 (stereo unspecified),3.2%,-1.9,-0.1,?,25.7%,-0.3%,?
CCn1cc(C2=NC(C)CO2)c2ccccc21 (stereo unspecified),1.6%,-6.8,-1.3,?,28.4%,-2.2%,.
CCN1c2ccccc2-c2nc3ccccc3n2C1c1ccncc1 (stereo unspecified),-5.1%,-14.4,-7.0,-5.7%,10.4µM*,2.5%,5.22µM*
COc1ccc(Br)cc1/C=N/NC(=O)CN1CCCCC1,-2.8%,13.4,1.0,0.4%,?,-7.0%,-18.9%
Cc1cccc(OCC(=O)Nc2ccc(C(=O)O)cc2NC(=O)COc2cccc(C)c2)c1,-9.6%,-5.8,2.9,.,?,-1.9%,24.0%
COc1ccc(CCNC(=O)CCN2C(=O)[C@@H]3Cc4ccccc4CN3C2=O)cc1,4.1%,1.9,-2.0,6.1%,?,1.7%,?
c1ccc(-c2nnc3n2CCCC3)cc1,5.3%,3.9,-3.6,23.1%,12.7%,0.4%,7.3%
COc1ccc(NC(=O)/C(=C\c2ccc(F)cc2)NC(=O)c2ccco2)cc1,6.1%,-4.9,-10.9,-2.5%,6.1%,5.3%,-9.8%
Cc1cccc(NC(=O)CNC(=O)CN2C(=O)NC3(CCCCC3C)C2=O)c1C (stereo unspecified),-1.2%,.,.,6.9%,49.0%[activator],.,26.2%
O=[N+]([O-])c1ccc(S(=O)(=O)Nc2cccc(-c3ccc(N4CCCC4)nn3)c2)cc1,-2.8%,.,.,-4.0%,?,.,17.3%
c1ccc2c(c1)oc1c(NCCCn3ccnc3)ncnc12,0.2%,-11.2,-4.0,11.2%,?,-0.9%,4.9%
CCOC(=O)Cc1c(C)nc2c(-c3ccccc3OC)c(C)nn2c1C,-2.4%,9.9,-2.0,-11.3%,?,-1.0%,?
NCC(O)CN(c1ccccc1)c1ccccc1 (stereo unspecified),-3.4%,22.9,-4.1,13.1%,0.0%,6.7%,?
Cc1cccc(NC(=S)/N=C(\N)Nc2nc(C)c3ccc(C)cc3n2)c1,-4.8%,-10.9,-1.1,2µM*,?,6.4%,13.1µM*

# 4 compounds from above, showing only Shiga toxin inh:
mol | Shiga toxin inh
CCN(CC)C(=O)N1CCN(C(=O)N(CC)CC)CC1 | 6.7
CCC(=O)Nc1ccc2oc(-c3cccc(C)c3)nc2c1 | +
Cc1onc(-c2c(Cl)cccc2Cl)c1COC(=O)c1ccc(Cl)cc1[N+](=O)[O-] | -2.7
O=S(=O)(/N=C(/Sc1ccccc1)c1ccccc1)c1ccccc1 | -9.5

# Continuation:
SMILES,Tb PYK inh,Shiga toxin inh,CHX counter,HCV inhibitor,Pf growth 96h,LmPK inh,Pf growth 48h
CC(C)(C)NC(=O)CN(C(=O)CS(=O)CC(=O)Nc1ccc(F)cc1)c1cccc(F)c1 (stereo unspecified),4.4%,17.7,-1.8,7.4%,105.3%[activator],0.9%,0.0%
Cc1ccc(C2=C/C(=C\c3cccnc3)C(=O)O2)cc1,-2.1%,-2.9,-1.0,9.1%,28.7%,0.8%,-6.5%
CC(C)[C@H]1CC[C@@H](C)C(C(=O)c2ccccc2)C1=O (stereo partly specified),-1.2%,-12.5,4.9,-18.4%,?,1.3%,15.7%
CC(C)(C)CN1CCN(Cc2nc(-c3ccc(F)cc3)cs2)CC1CCO (stereo unspecified),-2.2%,.,0.8,2.24µM*,-13.9%,0.1%,?
CCc1ccccc1NC(=S)NCc1ccc2c(c1)OCO2,1.6%,8.3,-3.8,-16.9%,?,0.3%,9.0%
CCCCNC(=S)N(C)/N=C/c1c(F)cccc1F,0.9%,-8.9,-8.6,?,-2.3%,-1.0%,-6.0%
CCCc1nnc(NC(=O)c2ccc([N+](=O)[O-])cc2)s1,0.0%,-10.4,2.8,0.8%,-12.1%,4.1%,-6.2%
O=C(O)c1ccc2c(=O)n(-c3ccc(F)cc3)c(=S)[nH]c2c1,-5.2%,-3.9,-2.4,16.6%,27.2%,-0.1%,37.1%[activator]
Cc1cc(C(=O)OCC(=O)N2CC(C)OC(C)C2)ccc1[N+](=O)[O-] (stereo unspecified),-2.3%,16.0,-1.6,13.9%,-19.2%,-12.4%,29.0%
Cc1cc(C)nc(NC(=O)c2ccccc2O)n1,-0.2%,5.2,4.1,15.0%,0.0%,-1.3%,27.6%
COc1ccccc1CN1CCNC(=O)C1CC(=O)N(C)Cc1nc(C)cs1 (stereo unspecified),-7.5%,-10.1,0.8,17.4%,?,0.6%,-4.5%
CC(NC(=O)/C=C/c1ccco1)c1nc2ccccc2n1Cc1c(Cl)cccc1Cl (stereo unspecified),-19.1%,44.0*,21.6*,1.7%,?,1.6%,?

# Assay outcomes: PubChem, National Center for Advancing Translational Sciences (NCATS)
